High-throughput results (PubChem)
PAD4 FP inh: inhibitors of human PAD4; Q9UM07; recombinant PAD4, RCA probe fluorescence polarization; inhibition, % at 6.36 µM; 330,000 compounds, 0.41% hits; AID 485272;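 active = percent inhibition above a cutoff equal to the mean of all tested compounds plus 3 SD, cut at about 15% in these data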;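 also: 0% = PAD4 with RCA probe and DMSO and 100% = probe without PAD4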
PME-1 primary: blocks human protein phosphatase methylesterase 1; AID 2130; recombinant PME-1, FP-Rh probe fluorescence polarization; inhibition, % at 5.9 µM; 320,000 compounds, 0.53% hits; Q9Y570;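 active = inhibition above the campaign mean of all compounds plus 3 SD, cut at about 26% in these data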;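 also: competitive labeling of PME-1 active site by serine hydrolase directed probe; 0% = PME-1 with DMSO and 100% = wells lacking PME-1 enzyme; inhibitors block probe labeling so polarization falls and inhibition rises; many of its hits are not listed in these tables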
GSTO1 counter: blocks human GSTO1 in RBBP9 counter-screen; inhibition, % at 5.96 µM; recombinant GSTO1, activity-based probe fluorescence polarization; 300,000 compounds, 1.1% hits; AID 1974;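 active = inhibition above the campaign mean inhibition plus 3 SD, cut at about 35% in these data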;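 also: 0% = GSTO1-1 with DMSO and 100% = wells lacking GSTO1-1 enzyme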
LYPLA1 inh: blocks human lysophospholipase 1, a PME1 counter-screen | O75608 | recombinant LYPLA1, FP-Rh probe fluorescence polarization | 320,000 compounds, 0.16% hits | AID 2174 | inhibition, % at 5.9 µM;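 active = inhibition above the mean of all tested compounds plus 3 SD, set per campaign, cut at about 14% in these data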;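 also: inhibitors block serine hydrolase probe labeling of LYPLA1 so polarization falls; 0% = enzyme with DMSO and 100% = wells lacking LYPLA1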
Target sequence (O75608 whole entry, looked up): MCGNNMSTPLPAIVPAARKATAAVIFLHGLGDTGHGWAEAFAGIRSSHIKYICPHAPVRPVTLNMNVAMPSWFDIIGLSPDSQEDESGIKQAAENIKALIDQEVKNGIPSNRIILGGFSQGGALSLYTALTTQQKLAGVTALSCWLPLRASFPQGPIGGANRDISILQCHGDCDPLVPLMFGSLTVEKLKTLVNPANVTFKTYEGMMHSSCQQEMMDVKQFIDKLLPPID
PAFAH1B3 FP inh: blocks human PAF acetylhydrolase 1B catalytic subunit 3. Q15102. recombinant PAFAH1B3, FP-rhodamine probe, fluorescence polarization. inhibition, % at 3.39 µM. 340,000 compounds, 0.28% hits. AID 492972;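 active = inhibition above the screen-wide average of all tested compounds plus 3 SD, cut at about 25% in these data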;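 also: 0% = enzyme with DMSO only and 100% = wells lacking PAFAH1B3 protein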
PAFAH1B2 inh: inhibitors of human PAFAH1B2. P68402. recombinant PAFAH1B2, FP-rhodamine activity probe, fluorescence polarization. inhibition, % at 3.39 µM. 340,000 compounds, 1.2% hits;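 active = inhibition above the mean of all tested compounds plus 3 SD, cut at about 24% in these data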;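 also: 0% = enzyme with DMSO and 100% = wells lacking PAFAH1B2; many of its hits are not listed in these tables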
Target sequence (P68402 whole entry, looked up): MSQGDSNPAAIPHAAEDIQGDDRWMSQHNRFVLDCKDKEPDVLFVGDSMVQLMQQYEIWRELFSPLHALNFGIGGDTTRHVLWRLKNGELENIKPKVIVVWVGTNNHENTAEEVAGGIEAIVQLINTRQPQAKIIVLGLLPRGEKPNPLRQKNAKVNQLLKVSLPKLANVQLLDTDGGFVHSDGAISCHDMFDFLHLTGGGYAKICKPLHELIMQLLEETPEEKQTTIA
PAFAH2 FP inh: inhibitors of human PAFAH2; recombinant PAFAH2, FP-rhodamine activity probe, fluorescence polarization; inhibition, % at 3.39 µM; 340,000 compounds, 0.99% hits;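 active = inhibition above the mean over all tested compounds plus 3 SD, cut at about 30% in these data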;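 also: inhibitors block probe labeling of enzyme so polarization drops; 0% = enzyme with DMSO and 100% = wells lacking PAFAH2 protein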
Fam108B counter: blocks mouse Fam108B hydrolase in RBBP9 counter-screen; recombinant Fam108B, FP-Rh probe fluorescence polarization; inhibition, % at 9.51 µM; 300,000 compounds, 0.33% hits;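 active = inhibition above the screen mean inhibition plus 3 SD, computed separately per campaign, cut at about 18% in these data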;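 also: inhibitors lower polarization as less probe binds the enzyme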
pPAFAH FP inh: pPAFAH (human) enzyme inhibition. Q13093. recombinant pPAFAH, FP-rhodamine probe fluorescence polarization. inhibition, % at 3.39 µM. 330,000 compounds, 1.5% hits;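 active = inhibition above the mean inhibition across the screen plus 3 SD, cut at about 25% in these data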;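 also: inhibitors block binding of the rhodamine activity-based probe so polarization drops; 0% = enzyme with DMSO and 100% = wells lacking pPAFAH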
Target sequence (Q13093 whole entry, looked up): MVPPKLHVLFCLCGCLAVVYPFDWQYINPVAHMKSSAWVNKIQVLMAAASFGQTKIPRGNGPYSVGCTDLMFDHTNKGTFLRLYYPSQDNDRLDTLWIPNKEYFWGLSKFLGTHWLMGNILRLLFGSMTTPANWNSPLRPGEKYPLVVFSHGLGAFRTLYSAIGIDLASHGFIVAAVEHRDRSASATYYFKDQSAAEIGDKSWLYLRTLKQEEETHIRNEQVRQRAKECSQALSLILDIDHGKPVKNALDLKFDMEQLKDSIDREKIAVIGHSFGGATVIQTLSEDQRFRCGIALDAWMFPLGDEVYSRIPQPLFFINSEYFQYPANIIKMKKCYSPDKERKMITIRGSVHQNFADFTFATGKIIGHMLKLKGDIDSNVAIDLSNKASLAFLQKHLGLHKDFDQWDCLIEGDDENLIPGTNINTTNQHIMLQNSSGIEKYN
An asterisk follows results filed as active; x = no result given. An excerpt. The share of hits here may be higher or lower than overall.

SMILES	PAD4 FP inh	PME-1 primary	GSTO1 counter	LYPLA1 inh	PAFAH1B3 FP inh	PAFAH1B2 inh	PAFAH2 FP inh	Fam108B counter	pPAFAH FP inh
COc1cc(/C=C2\C(=N)N3N=C(S(C)(=O)=O)SC3=NC2=O)ccc1OC(=O)c1cccs1	-6	-11	6	-1	7	6	20	-3	11
CS(=O)(=O)c1ccc(Cl)c(C(=O)Nc2ccc3nc(N4CCOCC4)sc3c2)c1	-10	-6	x	-7	4	3	-3	x	5
COc1ccc(C2C(C(=O)c3cccs3)=C(O)C(=O)N2c2cccc(C)n2)cc1OC (centres undefined)	1	-2	11	3	14	0	6	3	-2
COc1cc(/C=N/n2cnnc2)ccc1OC(=O)c1cccnc1	-3	5	8	-4	-5	3	-5	-2	8
Cc1ccn(C(C)CC(=O)N2CCc3ccccc32)n1 (centres undefined)	-1	-1	6	-2	2	2	1	3	7
NC(=O)CC(NC(=O)Cc1ccc(Cl)cc1)c1ccc(NC2CCN(Cc3ccccc3)CC2)c([N+](=O)[O-])c1 (centres undefined)	0	5	11	2	4	5	-3	4	1
CC(C)CNC(=O)c1cccc(NC(=O)Cc2ccc(Br)cc2)c1	3	-7	-2	0	3	3	-13	-3	1
CC1(C)CC[C@@]23CC[C@]4(C)[C@@](OC2=O)(C3C1)[C@H]1O[C@H]1C1[C@@]2(C)CC[C@H](O)C(C)(C)C2CC[C@]14C (some centres undefined)	3	-5	1	-2	x	x	x	-2	5
CCn1cc(C(=O)NCCCOC)c2cc(OC)c(OC)cc2c1=O	-7	-2	-3	-4	2	2	-6	-2	3
Cc1ccc(-c2cc(=O)[nH]c3ccccc23)cc1	-2	6	-7	-3	-5	2	-2	0	2
Cc1ccc(C(C)C)cc1OCC(=O)Nc1ccccc1N1CCCC1	4	1	2	5	1	1	1	1	-3
COc1cc2c(cc1OC)C(COc1ccc(F)cc1)N(C(=O)c1ccco1)CC2 (centres undefined)	-12	-6	1	-1	0	2	-5	0	5

Gathered by group: the compounds so far containing two or more sulfur atoms.
SMILES	PAD4 FP inh	PME-1 primary	GSTO1 counter	LYPLA1 inh	PAFAH1B3 FP inh	PAFAH1B2 inh	PAFAH2 FP inh	Fam108B counter	pPAFAH FP inh
COc1cc(/C=C2\C(=N)N3N=C(S(C)(=O)=O)SC3=NC2=O)ccc1OC(=O)c1cccs1	-6	-11	6	-1	7	6	20	-3	11
CS(=O)(=O)c1ccc(Cl)c(C(=O)Nc2ccc3nc(N4CCOCC4)sc3c2)c1	-10	-6	x	-7	4	3	-3	x	5

The list continues.
SMILES	PAD4 FP inh	PME-1 primary	GSTO1 counter	LYPLA1 inh	PAFAH1B3 FP inh	PAFAH1B2 inh	PAFAH2 FP inh	Fam108B counter	pPAFAH FP inh
CC(C)(C)OC(=O)C[C@H]1C/C=C\C[C@H](CC(=O)NCCO)C(=O)NC[C@@H](c2ccccc2)OC1=O	0	x	x	x	-4	2	2	x	0
Cc1csc(=O)n1CC(=O)OC(C)C(=O)Nc1ccc(F)c(F)c1F (centres undefined)	4	-12	1	-3	6	5	3	-2	-8
COc1cc(C)ccc1OCC(=O)Nc1nnc(C2CC2)s1	-2	x	x	x	9	-4	0	x	3
COc1ccccc1/C=C/c1onc(C)c1S(=O)(=O)N1CCC(C(=O)NC(C)C)CC1	-2	0	3	5	-2	-2	2	1	7
CCCOc1ccc(-c2nc(-c3ccc([N+](=O)[O-])cc3)cs2)cc1	0	0	0	1	-3	4	11	-5	1
COc1ccc(N2CCN(C(=O)c3ccc(CS(=O)(=O)c4ccc(Br)cc4)o3)CC2)cc1	4	7	3	-1	9	0	2	0	3
Cc1ccc(-c2cc(C(=O)NCCc3ccccn3)c3ccccc3n2)c(C)c1	0	-2	-1	-6	4	0	-5	2	3
CCCCCN(C(=O)CCC(=O)OCC(=O)c1cccc(OC)c1)c1c(N)n(CCCC)c(=O)[nH]c1=O	-1	1	1	0	3	9	-1	3	0
CC(C)NS(=O)(=O)c1ccc(CCC(=O)N2CCCCC2)cc1	1	8	9	-3	4	3	1	0	0
Fc1ccc(COc2ccc(Cl)cc2/C=N/Nc2nc(N3CCCC3)nc(N3CCCC3)n2)cc1	1	0	-1	3	3	-4	-10	0	-2
O=S(=O)(c1cccc(-c2nc3n(n2)Cc2ccccc2-3)c1)N1CCCC1	0	-5	-8	-3	13	-2	8	4	-7
COc1ccc(Cl)cc1CN1CCN(c2nc(C)cc(C)c2C#N)CC1	-5	6	1	0	-2	4	1	1	6
Cc1cccn2c(=O)c3cc(C(N)=S)c(=N)n(CCCN4CCOCC4)c3nc12	5	8	7	-2	7	-2	1	0	1
Cc1cc(C)cc(C(=O)NCCC(=O)NCc2cc(=O)n(C)c(=O)n2C)c1	3	3	2	-2	0	0	1	2	2
COc1ccc(C(CC(=O)c2ccccc2)C2CCCCC2=O)cc1 (centres undefined)	0	2	0	-2	3	-1	-3	0	4
Cc1ccc(S(=O)(=O)N2[C@@H](c3ccc4c(c3)OCO4)C(C(=O)O)=C[C@H]2C(C)(C)C)cc1	-1	x	x	x	5	14	9	x	8
COC(=O)COc1ccc(S(=O)(=O)Nc2ccccc2C(=O)OC)cc1	-2	1	-1	0	10	0	8	6	8
COc1ccccc1N(CC(O)CN1C(C)CCCC1C)S(=O)(=O)c1ccccc1 (centres undefined)	3	-2	6	-5	13	7	3	0	4
Cc1cccc(NC(=S)NC2CC3C=CC2C3)c1 (centres undefined)	-2	-2	-2	0	12	3	5	-2	0
CSc1ccccc1NC(=O)COC(=O)c1ccccc1O	-3	0	4	-2	1	0	5	0	3
CC(=O)c1sc(NC(=O)C2CC(=O)N(Cc3ccco3)C2)nc1-c1ccccc1 (centres undefined)	2	-1	2	-3	-5	0	2	1	-3
O=C(Nc1cccc(-n2cccn2)c1)C1CCCN(Cc2cccc(F)c2F)C1 (centres undefined)	-1	5	-1	5	-1	0	3	4	6
COc1ccc2nc(-c3ccccc3)nc(SCC(=O)NCC3CCCO3)c2c1 (centres undefined)	0	-3	-16	1	-1	3	-1	2	5
CC1C(c2ccccc2)N(C)CCC12NC(=O)NC2=O (centres undefined)	-7	-3	-2	-3	7	-5	-4	-4	-4

Entries of single compounds, quoted from the list.
Cc1ccc(C(C)C)cc1OCC(=O)Nc1ccccc1N1CCCC1 is listed with PAD4 FP inh = 4; PME-1 primary = 1; GSTO1 counter = 2; LYPLA1 inh = 5; PAFAH1B3 FP inh = 1; PAFAH1B2 inh = 1; PAFAH2 FP inh = 1; Fam108B counter = 1; pPAFAH FP inh = -3
COc1ccccc1/C=C/c1onc(C)c1S(=O)(=O)N1CCC(C(=O)NC(C)C)CC1 is listed with PAD4 FP inh = -2; PME-1 primary = 0; GSTO1 counter = 3; LYPLA1 inh = 5; PAFAH1B3 FP inh = -2; PAFAH1B2 inh = -2; PAFAH2 FP inh = 2; Fam108B counter = 1; pPAFAH FP inh = 7
CCCOc1ccc(-c2nc(-c3ccc([N+](=O)[O-])cc3)cs2)cc1 is listed with PAD4 FP inh = 0; PME-1 primary = 0; GSTO1 counter = 0; LYPLA1 inh = 1; PAFAH1B3 FP inh = -3; PAFAH1B2 inh = 4; PAFAH2 FP inh = 11; Fam108B counter = -5; pPAFAH FP inh = 1

Next compounds
SMILES	PAD4 FP inh	PME-1 primary	GSTO1 counter	LYPLA1 inh	PAFAH1B3 FP inh	PAFAH1B2 inh	PAFAH2 FP inh	Fam108B counter	pPAFAH FP inh
Cc1noc(C)c1CSCC(=O)Nc1cc(S(C)(=O)=O)ccc1Cl	-4	3	7	-2	4	2	8	-1	0
O=C(NNC(=O)c1ccccc1F)c1cccc(-n2cccc2)c1	-1	-5	36*	-2	0	2	13	2	26*
Cc1cccc(OCc2nnc(SCc3cc(=O)[nH]c4ccccc34)n2-c2ccccc2)c1	0	0	2	-4	-3	1	-1	4	1
Nc1nc(SCc2ccc(Cl)c(Cl)c2)n[nH]1	-3	5	3	0	11	5	-10	1	-1
Cc1cc(C)c(NC(=O)c2ccc(CN3CCc4ccccc4C3)cc2)c(C)c1	0	-4	8	2	2	1	-2	3	-2
CS(=O)(=O)N1CCN(c2ccc(NC(=O)CSc3ccc(Cl)cc3)cc2)CC1	0	0	-4	-5	13	12	2	-6	1
COc1cccc(C(C(=O)NCC2CCCO2)N(CC2CCCO2)C(=O)CN2C(=O)c3ccccc3S2(=O)=O)c1 (centres undefined)	1	-1	-3	-1	-2	4	2	-1	8
COc1ccccc1C(=O)C1Nc2ccccc2-c2nnc(SC)nc2O1 (centres undefined)	-3	-6	11	-2	0	3	6	-4	0
CC(C)c1ccc(C(C)NCCS(=O)(=O)c2ccc(Br)cc2)cc1 (centres undefined)	0	-1	4	2	-5	26*	-5	-3	2
COc1ccc(C(=O)NCc2cccnc2)cc1	-3	-9	9	-2	8	-2	2	-2	-2
Cc1cccc(CS(=O)(=O)Cc2ccc(C(=O)NC3CCCCC3)o2)c1	4	-6	-6	0	1	2	-1	0	23
CC(C)(C)n1nnnc1C(c1ccccn1)N1CCN(C(c2ccccc2)c2ccccc2)CC1 (centres undefined)	1	4	5	0	1	-5	2	8	0
Cc1ccc(Oc2ccc(C=O)cn2)cc1	4	0	17	0	1	4	-5	2	4
O=C(Nc1ccccc1C(=O)Nc1nnc(C(F)(F)F)s1)c1ccccc1Cl	-3	-19	-122	-16	-7	-4	-14	-14	-16
CCc1nc2oc3cc(OC)ccc3c(=O)c2c(=O)n1Cc1ccco1	0	-10	10	-2	8	3	11	-1	8
COc1ccc(-c2noc(-c3cccc(OC)c3OC)n2)cc1OC	-2	-4	5	-4	-4	-6	-2	1	-6
CC1=Nn2c(nnc2-c2cc(C)[nH]n2)SC1	2	1	-5	6	0	-2	0	0	2
CCc1ccc(NC(=O)CCS(=O)(=O)c2ccc3c(c2)CCN3C(C)=O)cc1	0	-5	-4	-1	5	4	3	3	2
O=C1C2=C(NC(=S)NC2c2ccc(Cl)cc2)NC(c2ccc(Cl)cc2)N1c1ccc(Cl)cc1 (centres undefined)	-2	-13	-36	-16	-4	3	-27	-12	-4
CC(=O)c1ccc(S(=O)(=O)N(CCCO)Cc2cc3cc4c(cc3[nH]c2=O)OCCO4)cc1	2	3	0	-1	2	5	12	-1	1
CC1CCN(C(=O)CSc2nc3ncccc3[nH]2)CC1	1	-3	5	-1	3	4	0	-2	2
Nc1cc(=O)[nH]c(=O)n1Cc1ccccc1	-4	5	-5	5	-4	1	6	2	1
